GAA inhib: qHTS Assay for Inhibitors of Human alpha-Glucosidase as a Potential Chaperone Treatment of Pompe Disease | Potency, µM (highest dose often 76.9 µM), without a hit: at the top dose activity change, negative = inhibition, actives largely listed as inhibitors | 200,000 compounds, 0.005% hits | Lysosomal alpha-glucosidase (Homo sapiens), P10253 | purified human GAA, 4-MU-alpha-glucoside fluorescence | AID 1466, 2008;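 further: plate controls were uninhibited enzyme wells for no effect and no-enzyme background for full effect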
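Read-out is 4-methylumbelliferone fluorescence (Ex 365/Em 440 nm) after NaOH/glycine stop at pH 10. Enzyme 4 nM, substrate 400 uM, pH 5.0 citrate buffer, 20 min room temperature; AC50 from Hill-equation concentration-response.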
GAA spleen mod: qHTS Assay for Inhibitors and Activators of Human alpha-Glucosidase From Spleen Homogenate | Lysosomal alpha-glucosidase (Homo sapiens), P10253 | 240,000 compounds, 0.006% hits | Potency, µM (titrated, usually from 79.9 µM), without a hit: top-dose activity change, negative = inhibition, actives largely listed as inhibitors | human spleen homogenate, 4-MU-alpha-glucoside fluorescence;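 further: 0% = enzyme with vehicle and -100% = no enzyme basal signal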
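Human spleen homogenate (1 ug) incubated with compounds and 1 mM 4-methylumbelliferyl-alpha-D-glucopyranoside in pH 5.0 citrate/phosphate buffer, 37 C, 40 min. Stopped at pH 10; 4-MU fluorescence (Ex 365/Em 440 nm); AC50 by Hill fit.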
ALDH1A1 inh: qHTS Assay for Inhibitors of Aldehyde Dehydrogenase 1 (ALDH1A1); Aldehyde dehydrogenase 1A1 (Homo sapiens), P00352; Purified ALDH1A1, NADH fluorescence, propionaldehyde substrate; Potency, µM (doses to about 75.3 µM), without a hit: at the highest dose activity, negative = inhibition, actives largely listed as inhibitors; 220,000 compounds, 7.3% hits; active means well fitted inhibition curve with a large enough effect, not every such curve was filed as active; inconclusive means small, poorly fitted or top-dose-only effect, or another doubt; inactive means no such curve, though single readings can be large or run the other way;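 further: plate controls were no enzyme wells and a reference inhibitor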
GoLoco inh red: qHTS Assay for Inhibitors of RGS12 GoLoco Motif Activity (Red Fluorophore); Guanine nucleotide-binding protein G(i) subunit alpha-1 (Homo sapiens), P63096; Gai1:RGS12 GoLoco peptide FP, rhodamine, 10 min; Potency, µM (doses to about 61.6 µM), for inactives: at the highest dose activity, negative = inhibition, hits mostly inhibitors; 230,000 compounds, 0.44% hits; active means well fitted inhibition curve with a large enough effect, not every such curve was filed as active; inactive means no such curve, though single readings can be large or run the other way; further: on the % scale 0 is the no-effect control and ±100 the full control effect; nearly all actives have a fitted effect of over 30% in size; many of its hits are not listed in these tables
Target sequence (P63096 whole entry, looked up): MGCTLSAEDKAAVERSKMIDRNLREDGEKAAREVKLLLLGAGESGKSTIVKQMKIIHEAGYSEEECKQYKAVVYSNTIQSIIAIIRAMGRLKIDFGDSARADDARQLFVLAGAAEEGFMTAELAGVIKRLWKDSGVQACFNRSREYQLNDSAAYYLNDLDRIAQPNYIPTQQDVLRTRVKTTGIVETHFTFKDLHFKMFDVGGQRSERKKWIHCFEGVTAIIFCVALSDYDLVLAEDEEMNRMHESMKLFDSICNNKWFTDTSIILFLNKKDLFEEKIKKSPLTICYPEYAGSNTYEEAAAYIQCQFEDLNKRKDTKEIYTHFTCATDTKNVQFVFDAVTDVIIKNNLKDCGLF
KDM4E inh: qHTS Assay for Inhibitors of Human Jumonji Domain Containing 2E (JMJD2E) | Lysine-specific demethylase 4E (Homo sapiens), B2RXH2 | JMJD2E catalytic domain, FDH-coupled NADH fluorescence (FDH is formaldehyde dehydrogenase) | Potency, µM (top dose mostly 57.1 µM), inactives show top-dose activity change, negative = inhibition, hits mostly inhibitors | 230,000 compounds, 1.6% hits | AID 2147, 2009; active means well fitted inhibition curve with a large enough effect, not every such curve was filed as active; inconclusive means small, poorly fitted or top-dose-only effect, or another doubt; inactive means no such curve, though single readings can be large or run the other way;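 further: 0% = wells with enzyme and -100% = buffer wells without enzyme; nearly all actives have a fitted effect of over 50% in size; many of its hits are not listed in these tables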
Target sequence (B2RXH2 1-337 limits assumed): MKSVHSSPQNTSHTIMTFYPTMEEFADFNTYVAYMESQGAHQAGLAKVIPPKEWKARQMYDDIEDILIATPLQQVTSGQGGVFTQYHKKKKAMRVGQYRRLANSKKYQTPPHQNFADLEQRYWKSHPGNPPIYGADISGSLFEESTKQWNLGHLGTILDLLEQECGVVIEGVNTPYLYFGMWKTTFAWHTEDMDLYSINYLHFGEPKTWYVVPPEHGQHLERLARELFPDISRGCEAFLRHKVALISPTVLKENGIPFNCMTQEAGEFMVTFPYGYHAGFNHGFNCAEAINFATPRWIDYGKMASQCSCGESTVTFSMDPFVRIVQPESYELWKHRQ
SMN2 splice enh: qHTS Assay for Enhancers of SMN2 Splice Variant Expression | HEK293 SMN2-luciferase splicing reporter, luminescence, 30-36 h | Potency, µM (highest dose often 46.1 µM), for the others: at the highest dose activity change, positive = activation, actives largely listed as activators | AID 1458, 2008 | 210,000 compounds, 2.8% hits; further: % of control where 0% means no effect; nearly all actives have a fitted effect of over 55% in size
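HEK293 cells carry an SMN2 minigene-luciferase reporter in which exon 7 inclusion puts luciferase in frame. Cells were seeded at 2000 cells/well, attached for 10-12 hours, then exposed to compounds for 30-36 hours at 37C before ONE-Glo luminescence.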
GAA glycogen mod: qHTS Assay for Inhibitors and Activators of Human alpha-Glucosidase Cleavage of Glycogen; Potency, µM (series often up to 76.4 µM), for the others: at the top dose activity change, negative = inhibition, most hits filed as inhibitors; Lysosomal alpha-glucosidase (Homo sapiens), P10253; recombinant GAA, glycogen substrate, Amplex Red glucose oxidase fluorescence; 300,000 compounds, 0.38% hits;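 further: 0% = full enzyme reaction and -100% = no-enzyme basal signal; the screen sought inhibitors and activators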
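Natural-substrate format: glycogen cleavage by 4 nM human enzyme, glucose read by Amplex Red coupling (Ex 573, Em 610 nm). Normalized to enzyme and no-enzyme controls.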
aGal spleen mod: qHTS Assay for Inhibitors and Activators of Human alpha-Galactosidase From Spleen Homogenate; Alpha-galactosidase A (Homo sapiens), P06280; human spleen homogenate, 4MU-alpha-Gal fluorescence, 40 min; Potency, µM (doses to about 80 µM), inactives show at the highest dose activity change, negative = inhibition, hits mostly inhibitors; 240,000 compounds, 0.008% hits;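 further: 0% = enzyme with vehicle and -100% = no enzyme basal signal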
Target sequence (P06280 32-429 limits assumed): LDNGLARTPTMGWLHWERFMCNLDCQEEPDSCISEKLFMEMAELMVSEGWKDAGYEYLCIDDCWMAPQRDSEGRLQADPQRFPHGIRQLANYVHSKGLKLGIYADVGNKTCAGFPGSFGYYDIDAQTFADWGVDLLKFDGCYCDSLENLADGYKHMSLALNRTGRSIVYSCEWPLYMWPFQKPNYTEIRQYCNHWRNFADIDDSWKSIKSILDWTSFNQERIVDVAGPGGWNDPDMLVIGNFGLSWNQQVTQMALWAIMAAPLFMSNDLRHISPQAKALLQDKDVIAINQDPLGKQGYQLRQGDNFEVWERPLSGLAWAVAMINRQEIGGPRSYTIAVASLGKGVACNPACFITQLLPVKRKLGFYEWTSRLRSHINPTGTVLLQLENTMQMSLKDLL
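Human spleen homogenate (1 ug) was the enzyme source, with 4-methylumbelliferyl-alpha-D-galactopyranoside (1 mM final) in pH 5.0 citrate buffer with 0.01% Tween-20. Compounds were titrated; after 40 min at 37C, NaOH/glycine stop, 4-MU fluorescence read; AC50 from Hill fits.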
An asterisk follows results filed as active; u = inconclusive; x = no result given; [ ] = another dose, or the depositor's remark. Unless noted, the call rests on the fitted dose curve; in most records, active means well fitted curve in the direction sought with a large enough effect; inconclusive means small, poorly fitted or top-dose-only effect, or another doubt; inactive means no such curve, though single readings can be large; an effect the other way counts as inactive or inconclusive. Potency means the concentration at half of the fitted maximal effect. The list is partial. The share of hits here may be higher or lower than overall.

1	COc1cccc(/C=N/NC(N)=S)c1OCc1ccccc1Cl
2	COc1cc(/C=N/OCC(=O)Nc2cc(C)cc(C)c2)ccc1OCc1ccc(Cl)cc1
3	CNC(=O)CN1C(=O)c2cccc3cccc1c23
4	COc1ccc(CNC(=O)Cc2nn(C)c(=O)c3ccccc23)cc1
5	COc1cc(OC)cc(C(=O)N2c3ccc(F)cc3CCC2C)c1 (stereo unspecified)
6	Cc1nc2ccc(NC(=O)C3COc4ccccc4O3)cc2s1 (stereo unspecified)
7	O=c1cc(CSc2ccccn2)nc(N2CCN(c3ccccc3)CC2)[nH]1
8	CN1CCN(C(=O)/C(C#N)=C/c2ccc(F)cc2)CC1
assay / compound,1,2,3,4,5,6,7,8
GAA inhib,6%,0%,-1%,12%,4%,x,-12%,-2%
GAA spleen mod,-9%,-19%,-13%,-6%,6%,3%,-1%,3%
ALDH1A1 inh,12%,u,-4%,0%,u,x,9%,1.8µM*
GoLoco inh red,-12%,0%,6%,6%,4%,-34%,6%,-8%
KDM4E inh,u,u,u,4%,1%,-2%,-1%,-6%
SMN2 splice enh,5%,11µM*,17%,-56%[inhibitor],-40%,x,26%,7%
GAA glycogen mod,-3%,-5%,6%,5%,2%,2%,2%,3%
aGal spleen mod,-3%,-7%,-11%,-17%,3%,6%,-3%,-5%

9	O=c1[nH]c2ccccc2nc1/C=C(\O)C1CC1
10	N#Cc1cccc(-c2nc(Nc3ccccc3)c3ccccc3n2)c1
11	O=C(CCc1nnc(C2CCCCC2)o1)N1CCC(Oc2cccnc2)CC1
12	COc1ccccc1CN1CCCC2(CCN(S(=O)(=O)c3ccccc3)CC2)C1
13	COCCNC(=O)C1c2ccccc2C(=O)N(CCOC)C1c1ccc(F)cc1 (stereo unspecified)
14	Clc1ccc(-c2nnc(CNC3CC3)o2)cc1
15	CC(=O)Nc1ccc2c(c1)CN(c1cc(C)ccc1C)CO2
16	Nn1c(Cc2cccc3ccccc23)nnc1SCc1c(F)cccc1Cl
assay / compound,9,10,11,12,13,14,15,16
GAA inhib,8%,x,u,x,-12%,-4%,2%,1%
GAA spleen mod,-4%,-6%,-4%,-10%,6%,0%,2%,1%
ALDH1A1 inh,-16%,u,u,2%,u,8%,5%,3%
GoLoco inh red,19%,2%,3%,10%,x,9%,-5%,9%
KDM4E inh,0%,u,10%,x,u,-5%,-2%,6%
SMN2 splice enh,8%,-3%,-6%,-13%,x,2%[1.84 µM],-32%[inhibitor],17%
GAA glycogen mod,12%,x,-9%,x,4%,-1%,u,2%
aGal spleen mod,u,7%,3%,-3%,3%,1%,-2%,-2%

17	COc1cccc(/C=N/Nc2nnc3c(n2)[nH]c2ccccc23)c1OC
18	CCCCCc1ccc(CC(=O)O)cc1
19	CCOC(=O)N(C)S(=O)(=O)c1ccccc1[N+](=O)[O-]
20	CC(C)C(C(=O)NCc1ccco1)N(C(=O)CNS(=O)(=O)c1ccccc1)C1CCCC1 (stereo unspecified)
21	Cc1cc2nc(C(C)(C)C)cc(N)n2n1
22	COc1ccccc1CNC(=O)c1ccccc1OC
23	COC(=O)c1ccc2c(=O)n(CC3CCCO3)c(=S)[nH]c2c1 (stereo unspecified)
24	COc1cc(C(c2sc3nc(C)nn3c2O)N2CCN(c3ccccc3)CC2)cc(OC)c1OC (stereo unspecified)
assay / compound,17,18,19,20,21,22,23,24
GAA inhib,x,-2%,6%,-2%,7%,4%,-11%,-1%
GAA spleen mod,4%,-6%,0%,5%,7%,4%,-3%,-6%
ALDH1A1 inh,x,u,-9%,9%,5%,1%,1.8µM*,1%
GoLoco inh red,-1%,x,6%,3%,-1%,4%,-3%,-4%
KDM4E inh,10%,5%,4%,5%,u,18%,-13%,5%
SMN2 splice enh,x,x,7%,4%,-2%,-69%,-19%,19%
GAA glycogen mod,2%,10%,2%,-7%,-7%,-1%,8%,-3%
aGal spleen mod,8%,-8%,4%,8%,4%,8%,-1%,-1%

25	O=C1Nc2ccccc2N(O)N1c1cc(-c2ccccc2)[nH]n1
26	CC(=O)Nc1c2c(nn1-c1ccc(C)cc1C)CSC2
27	Nc1nc(C(F)(F)F)cc(=O)n1N
28	O=C(O)c1cccc(NC(=O)c2cccc(NC(=O)C3CCCO3)c2)c1 (stereo unspecified)
29	Cc1ccc(Cl)cc1NC(=O)c1ccccn1
30	CC1CC1C(=O)OCC(=O)NC(=O)NC12CC3CC(CC(C3)C1)C2 (stereo unspecified)
31	CCOC(=O)c1nc(C)nc(Sc2n[nH]c(-c3ccccc3)n2)c1C
32	Cc1cccc(NC(=O)CSc2nc(NS(=O)(=O)c3ccccc3)cc(=O)[nH]2)c1
assay / compound,25,26,27,28,29,30,31,32
GAA inhib,3%,3%,6%,-3%,-5%,0%,-3%,-17%
GAA spleen mod,5%,13%,2%,-6%,3%,1%,4%,-5%
ALDH1A1 inh,11%,-8%,18%,12%,3%,0%,-2%,28µM*
GoLoco inh red,73%[activator],5%,6%,-1%,4%,-6%,5%,11%
KDM4E inh,6%,0%,-1%,-2%,0%,2%,-2%,u
SMN2 splice enh,9%,-1%,2%,1%,5%,19%,x,x
GAA glycogen mod,-5%,-3%,1%,9%,1%,-1%,4%,-3%
aGal spleen mod,4%,7%,7%,-5%,2%,3%,1%,3%

Complete entries as entered above. Order of values: GAA inhib | GAA spleen mod | ALDH1A1 inh | GoLoco inh red | KDM4E inh | SMN2 splice enh | GAA glycogen mod | aGal spleen mod
Profile of `CCOC(=O)c1nc(C)nc(Sc2n[nH]c(-c3ccccc3)n2)c1C` : -3% | 4% | -2% | 5% | -2% | x | 4% | 1%
Profile of `O=C(O)c1cccc(NC(=O)c2cccc(NC(=O)C3CCCO3)c2)c1` (stereo unspecified) : -3% | -6% | 12% | -1% | -2% | 1% | 9% | -5%
Profile of `Nc1nc(C(F)(F)F)cc(=O)n1N` : 6% | 2% | 18% | 6% | -1% | 2% | 1% | 7%

Continuation:
33	Cc1ccc(-n2c(Cn3cnc4ccccc43)nnc2SCC(=O)O)cc1
34	COc1ccc(CCN(C)C(=S)NC(=O)c2ccc(F)cc2Cl)cc1OC
35	O=C(CSc1nc2ccccc2[nH]1)NC(=O)NCc1ccco1
36	Cn1c(CSc2ncccn2)nnc1SCC(=O)N1CCCC1
37	Cc1ccccc1-n1c(SCC(=O)N/N=C/c2c(C)nn(-c3ccccc3)c2C)nc2ccccc2c1=O
38	CC(C)NC(=O)c1onc(CSc2ccc(Cl)cc2)c1C(=O)NC(C)C
39	N=C1CCCN1CC(=O)c1ccc(Cl)cc1
40	Cn1c2c(c(=O)n(C)c1=O)C(c1ccc(O)cc1)Nc1ccccc1O2 (stereo unspecified)
assay / compound,33,34,35,36,37,38,39,40
GAA inhib,-5%,7%,1%,u,0%,x,-10%,-10%
GAA spleen mod,3%,3%,-7%,3%,-20%,u,-9%,-1%
ALDH1A1 inh,2%,1%,-11%,-3%,-11%,x,-4%,-4%
GoLoco inh red,-6%,4%,2%,11%,5%,-5%,-5%,-4%
KDM4E inh,6%,7%,5%,-20%,-12%,-1%,-2%,1%
SMN2 splice enh,4%,-16%,-6%,4%,-9%,x,21%,-31%[inhibitor]
GAA glycogen mod,2%,-4%,2%,4%,-4%,-12%,-1%,30%
aGal spleen mod,0%,-16%,3%,4%,-15%,4%,-6%,0%

41	COc1cc(C)c(C)cc1S(=O)(=O)N1CCN(Cc2ccccc2)CC1
42	CCOC(=O)C1=C(C)NC(SCC(N)=O)=C(C#N)C1c1ccncc1 (stereo unspecified)
43	COc1cc(CNn2nnnc2N)ccc1OCc1c(Cl)cccc1Cl
44	Cc1ccc(C)n1NC(=O)c1cccs1
45	CCOCCn1c(COc2ccccc2)nc2ccccc21
46	CN(Cc1cnccn1)Cc1ccccc1OCC(O)CN1CCc2ccccc2C1 (stereo unspecified)
47	Cc1ccc(NC(=S)NC(=O)CC2CC(C)(C)OC2=O)cc1 (stereo unspecified)
48	CCCOc1ccc(N2C(=O)CC(N3CCOCC3)C2=O)cc1 (stereo unspecified)
49	NNc1nc2c(Cl)c(Cl)ccc2s1
50	CCc1ccc(C(=O)Nc2ccc(C)c(NS(C)(=O)=O)c2)cc1
51	CCOc1nc(C)cc(C)c1S(=O)(=O)c1cccc(C)c1
assay / compound,41,42,43,44,45,46,47,48,49,50,51
GAA inhib,-4%,3%,-3%,1%,10%,-9%,5%,-13%,-1%,x,4%
GAA spleen mod,12%,0%,-4%,-13%,-18%,-4%,-10%,-2%,-9%,-1%,1%
ALDH1A1 inh,u,-4%,4%,10%,1%,-12%,-2%,25µM*,2%,x,6%
GoLoco inh red,1%,9%,2%,4%,16%,8%,-8%,1%,-6%,11%,6%
KDM4E inh,-4%,-25%,5%,-26%,3%,-2%,4%,6%,-14%,0%,-6%
SMN2 splice enh,0%,1%,-33%[inhibitor],24%,5%,x,x,34%,57%,x,-11%
GAA glycogen mod,-12%,-12%,-1%,-9%,3%,20%,11%,-6%,u,-2%,6%
aGal spleen mod,11%,5%,-16%,-9%,-3%,5%,-2%,0%,-5%,-2%,-6%

Single values from the results shown.
no. 43 in ALDH1A1 inh shows 4%
no. 48 in aGal spleen mod shows 0%
no. 47 in GAA spleen mod shows -10%
no. 51 in GAA spleen mod shows 1%
no. 42 in GAA inhib shows 3%

Screens: PubChem, National Center for Advancing Translational Sciences (NCATS)
